Salmonella PhoP GFP – Inhibition of PhoP regulon, Salmonella typhi GFP reporter cells, confirmation, 4 h (AID 1850); Salmonella Typhi PhoP-promoter GFP reporter, fluorescence, 4 h; higher % means a stronger effect; inhibition, % at 50 µM, or IC50 in µM where a hit was titrated; 0.33% of 310,000 active; in the data active means a potency from the dose series; inconclusive means inhibition mostly from about 25% at the one dose, without a potency; inactive means the rest, 99 in 100 with inhibition below about 19%;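 further: 0% = induced wells with vehicle and 100% = uninduced wells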
H37Rv inhibition – M. tuberculosis growth inhibition, HTS (AID 449762). M. tuberculosis H37Rv growth inhibition, 7H9 media; higher % means a stronger effect. one-dose inhibition, % at 25 µM; IC50 in µM for titrated hits. 0.59% of 330,000 active; in the data active means a potency from the dose series; inconclusive means inhibition above about 70% without an active follow-up result;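 further: bacterial growth assessed after seven days of incubation; strong numbers were not always called active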
M. tuberculosis – growth inhibition of non-replicating M. tuberculosis (AID 488890); Mycobacterium tuberculosis non-replicating, growth inhibition; higher % means a stronger effect; inhibition, % at 25 µM, or IC50 in µM where a hit was titrated; 0.39% of 320,000 active; in the data active means a potency from the dose series; inconclusive means inhibition mostly from about 82% at the one dose, without a potency; inactive means the rest, 99 in 100 with inhibition below about 76%;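 further: plate controls were DMSO cells for no effect and high antibiotic wells for full effect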
H1N1 NS1A inhibition – H1N1 influenza NS1A inhibitors, functional cell based assay (AID 504329); inhibition, % at 12.5 µM, or IC50 in µM where a hit was titrated; NS1A functional cell-based assay, percent inhibition; higher % means a stronger effect; 0.3% of 340,000 active; in the data active means a potency from the dose series; inconclusive means inhibition above about 27% without an active follow-up result; further: strong numbers were not always called active
inhibitors of VEEV – inhibitors of VEEV TC-83 cytopathic effect, confirmation, Vero cells (AID 588727) | Vero cells, VEEV TC-83 cytopathic effect inhibition; higher % means a stronger effect | inhibition, % at 20 µM; hits with a dose series show IC50 in µM | 0.13% of 350,000 active; in the data active means a potency from the dose series; inconclusive means inhibition mostly from about 14% at the one dose, without a potency; inactive means the rest, 99 in 100 with inhibition below about 12%; further: strong numbers were not always called active
Starred values were filed as active, the others as inactive; i = inactive; ? = inconclusive; · = no result given. Not a hit list; about 1.5% have a hit in one of these screens.

cpd | Structure | Salmonella PhoP GFP | H37Rv inhibition | M. tuberculosis
1 | Cc1csc(NC(=O)c2cccc(S(=O)(=O)N3CCCCC3)c2)n1 | 0% | 8% | 23%
2 | CC(C)CCn1c(COc2ccccc2)nn(CCC#N)c1=S | 4% | 10% | -8%
3 | C[C@@H]1CCCCCCCCC(=O)OCCN(C(=O)OC(C)(C)C)[C@H](C)CCCCCCCCC(=O)OCCN(C(=O)OC(C)(C)C)[C@H](C)CCCCCCCCC(=O)OCCN(C(=O)OC(C)(C)C)[C@H](C)CCCCCCCCC(=O)OCCN1C(=O)OC(C)(C)C | · | -1% | -4%
4 | Cc1ccc(OCCCCN(C)Cc2ccccc2)c(Br)c1 | 4% | 7% | -4%
5 | Fc1ccc(-n2c(-c3ccco3)n[nH]c2=S)cc1 | -5% | -7% | -3%
6 | FC(F)Sc1ccc(NC2=NCCCCC2)cc1 | 19% | -8% | -2%
7 | NS(=O)(=O)c1cccc(NC(=O)CCC(=O)c2cccs2)c1 | -6% | 6% | -8%
8 | Cc1cc(C)nc(SCC(=O)Nc2nccs2)n1 | -3% | 2% | -14%
9 | Cn1c(N)c(C(=O)COC(=O)Cc2ccc(Cl)cc2)c(=O)n(C)c1=O | · | · | ·
10 | CCOC(=O)N1CC(C)N(C(=S)Nc2ccccc2)CC1C (stereo not given) | · | · | ·
11 | O=C(Cn1c2ccccc2c2nc3n(c(=O)c21)CCS3)N1CCCC1 | 8% | 6% | -2%
12 | O=C(NCCc1ccccc1)C1CCC(CNS(=O)(=O)c2cccs2)CC1 (stereo not given) | -2% | -4% | -5%

cpd | H1N1 NS1A inhibition | inhibitors of VEEV
1 | -8% | 9.5%
2 | -1% | i
3 | -25% | 1.3%
4 | 7% | i
5 | -35% | 0.1%
6 | -27% | 0.1%
7 | -6% | 0.6%
8 | 7% | 1.2%
9 | -7% | 0.2%
10 | -22% | 0.4%
11 | 9% | 1.3%
12 | -4% | 5.3%

cpd | Structure | Salmonella PhoP GFP | H37Rv inhibition | M. tuberculosis
13 | O=C(CSc1nnc(CNC(=O)c2c(F)cccc2Cl)o1)NC1CCCC1 | 3% | -2% | 31%
14 | O=C(CSc1ccccn1)Nc1nncs1 | -4% | -13% | 15%
15 | CCC(C(=O)N1CCN(c2ncccn2)CC1)c1ccccc1 (stereo not given) | 6% | -5% | 2%
16 | CCc1cccc(CC)c1NC(=O)/C(C#N)=C/c1ccccc1C(F)(F)F | -2% | -19% | -2%
17 | CN(C)c1nc(N)nc(CSc2nnnn2-c2ccc(C(=O)O)cc2)n1 | 1% | 0% | -10%
18 | Cc1ccccc1[C@@]1(C)ON(c2ccccc2C(F)(F)F)C1=O | · | 3% | 10%
19 | O=C(COc1ccc(Cl)cc1Cl)NNC(=O)c1cccnc1 | 1% | -6% | -17%
20 | CCC(NC(=O)Nc1ncccc1C)(C(F)(F)F)C(F)(F)F | -5% | -8% | -6%
21 | Cc1ccc(C(=O)Nc2ccccc2C(=O)N2CCOCC2)cc1[N+](=O)[O-] | -7% | -5% | 44%
22 | CCOC(=O)C1C(C(=O)OCC)C1(c1ccccc1)c1ccccc1 (stereo not given) | -1% | -1% | 26%
23 | Cc1nc2ccccc2nc1OCC(=O)N1CCN(c2ccccc2)CC1 | -12% | -6% | 5%
24 | COc1ccccc1N=Nc1nc(-c2ccccc2)c(-c2ccccc2)[nH]1 | 18% | 14% | ?

cpd | H1N1 NS1A inhibition | inhibitors of VEEV
13 | -3% | 2.1%
14 | -5% | i
15 | 11% | 2.2%
16 | -4% | ?
17 | 4% | 2.7%
18 | 7% | ?
19 | -2% | 3.1%
20 | 3% | 2.4%
21 | 1% | 1.9%
22 | -11% | 1.6%
23 | 15% | 4.4%
24 | 15% | 8.6%

Compound profiles, as listed above.
O=C(COc1ccc(Cl)cc1Cl)NNC(=O)c1cccnc1 in the list: Salmonella PhoP GFP = 1%; H37Rv inhibition = -6%; M. tuberculosis = -17%; H1N1 NS1A inhibition = -2%; inhibitors of VEEV = 3.1%
Cc1ccccc1[C@@]1(C)ON(c2ccccc2C(F)(F)F)C1=O in the list: Salmonella PhoP GFP = ·; H37Rv inhibition = 3%; M. tuberculosis = 10%; H1N1 NS1A inhibition = 7%; inhibitors of VEEV = ?

Structural class, those above with a thiophene ring, fused or not
cpd | Structure | Salmonella PhoP GFP | H37Rv inhibition | M. tuberculosis
7 | NS(=O)(=O)c1cccc(NC(=O)CCC(=O)c2cccs2)c1 | -6% | 6% | -8%
12 | O=C(NCCc1ccccc1)C1CCC(CNS(=O)(=O)c2cccs2)CC1 (stereo not given) | -2% | -4% | -5%

cpd | H1N1 NS1A inhibition | inhibitors of VEEV
7 | -6% | 0.6%
12 | -4% | 5.3%

(list continues)
cpd | Structure | Salmonella PhoP GFP | H37Rv inhibition | M. tuberculosis
25 | CN(c1ccccc1)S(=O)(=O)c1ccc(C(=O)NCC2CCCO2)cc1 (stereo not given) | -2% | -7% | 1%
26 | CCC(CC)C(=O)Oc1c(C(=O)N(C)C)cccc1-c1ccccc1 | · | · | ·
27 | NC(=S)N/N=C/c1coc2ccc(Cl)cc2c1=O | -3% | 5% | 18%
28 | C/C(=N\NC(=S)Nc1cccc(C)c1)c1cccc(N)c1 | -4% | 26µM* | 15%
29 | O=C(Nc1ccccc1)N1CCN(c2nc(-c3ccccc3)ns2)CC1 | 4% | 8% | 59%
30 | CCc1nc2ccccc2n(CCOCCOCCn2c(=O)c(CC)nc3ccccc32)c1=O | -2% | -5% | 25%
31 | O=C(NNC(=O)c1cccnc1)Nc1cccc(Cl)c1Cl | -3% | -5% | -3%
32 | O=C(CCCNS(=O)(=O)c1cccs1)N1CCN(c2ccc(F)cc2)CC1 | -5% | 0% | 10%
33 | CCCCn1c(NC(=O)c2ccccc2Cl)c(C#N)c2nc3ccccc3nc21 | -19% | · | 36%
34 | Cc1cccc(NS(=O)(=O)c2ccc(C(=O)NCC3(N4CCCCC4)CCCCC3)cc2)c1C | 8% | -3% | 26%
35 | O=C(N/N=C/c1cn(-c2ccccc2)nc1-c1cccs1)c1ccc(Cl)cc1 | -9% | >100µM* | -1%
36 | CCOC(=O)c1ccc(-c2ccc(/C=C(\C#N)C(=O)NCc3cccs3)o2)cc1 | -6% | -1% | 46%
37 | COc1cccc(CNC(=O)C2CCCN(c3ncnc4c3nc3n4CCCCC3)C2)c1 (stereo not given) | 11% | -1% | 9%
38 | Cc1ccc(N2C(=O)CSC2c2cccs2)cc1 (stereo not given) | -4% | 7% | 26%

cpd | H1N1 NS1A inhibition | inhibitors of VEEV
25 | -2% | 1.8%
26 | -1% | i
27 | -2% | 3.7%
28 | 0% | 7.9%
29 | 4% | i
30 | 0% | 8.6%
31 | -5% | 0.2%
32 | 1% | 6.6%
33 | -23% | i
34 | 5% | 7.2%
35 | -7% | 7.6%
36 | -11% | 1.1%
37 | 7% | 3.5%
38 | -10% | 0.5%

Single entries from the results shown.
Reading of O=C(N/N=C/c1cn(-c2ccccc2)nc1-c1cccs1)c1ccc(Cl)cc1 in H37Rv inhibition: >100µM*
Reading of NC(=S)N/N=C/c1coc2ccc(Cl)cc2c1=O in H37Rv inhibition: 5%
Reading of CN(c1ccccc1)S(=O)(=O)c1ccc(C(=O)NCC2CCCO2)cc1 (stereo not given) in H37Rv inhibition: -7%

Screening results (PubChem)
